Bioassay records from PubChem BioAssay.
PriA SSB inh – blocks PriA binding to SSB C-terminal tail. actives 0.6% (n = 430,000). AlphaScreen SSBct-PriA binding, biotinylated peptide. inhibition, % at 33 µM; in the data active = inhibition mostly above about 37%, no sharp cut-off; inactive = mostly below about 20%;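 note: plate controls were negative control peptide for no effect and reference peptide for full effect; strong numbers were not always called active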
Anthrax LF prot – blocks Bacillus anthracis lethal factor protease; actives 0.12% (n = 360,000); P15917; multiplex microsphere protease cleavage assay, LF; inhibition, % at 10 µM; AID 588501; note: plate controls were buffer without enzyme for full effect and enzyme alone for no effect
MazEF act – MazEF (E. coli) toxin RNase activation. P0AE70. FAM/BHQ RNA-DNA oligo cleavage fluorescence, 5 h. activation, % at 20 µM. actives 0.32% (n = 350,000). AID 504720; in the data active = activation above about 50%
Target sequence (P0AE70 whole entry, looked up): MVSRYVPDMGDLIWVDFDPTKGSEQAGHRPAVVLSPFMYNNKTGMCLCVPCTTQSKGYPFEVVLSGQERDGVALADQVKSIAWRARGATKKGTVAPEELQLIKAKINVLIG
Rv3671c inh – inhibitors of M. tuberculosis serine protease Rv3671c. actives 0.048% (n = 320,000). P9WHR9. inhibition, % at 5.96 µM. AID 2606; in the data active = inhibition above about 38%;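 note: extracellular domain of Rv3671c used as enzyme; 0% = enzyme with DMSO and 100% = no enzyme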
Target sequence (P9WHR9 whole entry, looked up, the tested form may be a part): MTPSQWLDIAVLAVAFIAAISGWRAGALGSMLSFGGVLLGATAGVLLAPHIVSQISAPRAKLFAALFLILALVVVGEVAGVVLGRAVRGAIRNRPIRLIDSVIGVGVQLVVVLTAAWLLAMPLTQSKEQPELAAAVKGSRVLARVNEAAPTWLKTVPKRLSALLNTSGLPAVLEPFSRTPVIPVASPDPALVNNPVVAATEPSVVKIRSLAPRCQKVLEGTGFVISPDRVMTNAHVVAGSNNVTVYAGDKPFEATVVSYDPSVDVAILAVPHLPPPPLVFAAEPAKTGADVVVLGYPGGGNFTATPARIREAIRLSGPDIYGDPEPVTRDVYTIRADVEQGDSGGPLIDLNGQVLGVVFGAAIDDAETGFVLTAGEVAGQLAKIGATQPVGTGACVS
PrPC TRFRET – inhibitors of human cell surface prion protein PrPC; P04156; TR-FRET read-out; inhibition, % at 13.8 µM; actives 0.43% (n = 370,000); in the data active = inhibition above about 24%; note: 0% = median of the test wells and 100% = reference compound wells
VHR inh abs – DUSP3 (human) phosphatase inhibition; P51452; recombinant VHR phosphatase, pNPP absorbance; inhibition, % at 13.3 µM; actives 0.52% (n = 290,000); AID 1654; in the data active = inhibition above about 50%; note: some compounds called inactive have numbers as strong as hits
Target sequence (P51452 whole entry, looked up): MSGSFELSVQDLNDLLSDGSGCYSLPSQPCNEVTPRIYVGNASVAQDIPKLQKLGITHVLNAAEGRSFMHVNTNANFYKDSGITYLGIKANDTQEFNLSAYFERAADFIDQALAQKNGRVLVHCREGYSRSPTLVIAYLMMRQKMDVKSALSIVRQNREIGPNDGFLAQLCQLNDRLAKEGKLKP
3CLpro inhibitor – SARS-CoV 3CLpro protease inhibition; P0C6X7; recombinant SARS-CoV 3CLpro, quenched FRET peptide cleavage; inhibition, % at 6 µM; actives 0.14% (n = 290,000); in the data active = inhibition above about 12%
BoNT F protease – blocks Botulinum neurotoxin F light chain protease | AID 588497 | actives 0.22% (n = 360,000) | Multiplex microsphere protease cleavage assay, flow cytometry | inhibition, % at 10 µM; in the data active = inhibition above about 35%, passing the limit was not always enough; inconclusive = no clear call, values can overlap the other calls; note: plate controls were buffer without enzyme for full effect and enzyme alone for no effect
CCHFV vOTU inh – CCHFV vOTU protease inhibition; Pep-AMC fluorescence; inhibition, % at 11.5 µM; actives 0.55% (n = 370,000); in the data active = inhibition above about 30%; note: 0% = vehicle wells with enzyme and 100% = no enzyme wells
BoNT A protease – inhibitors of Botulinum neurotoxin A light chain protease; multiplex microsphere protease substrate cleavage, flow cytometry; actives 0.17% (n = 360,000); inhibition, % at 10 µM; note: plate controls were buffer without enzyme for full effect and enzyme alone for no effect
Starred values were filed as active, the others as inactive; & = joins results of further samples. Cut-off read from the data, not from the text of the source, unless noted: active = inhibition above about 30%; inconclusive = no clear call, values can overlap the other calls; inactive = below that. These rows are one share of the data; count on the stated rates, not on these rows.

For O=C(CCc1ccccc1)NC1(Cc2ccccc2)CCN(CCCc2ccccc2)C1=O (centres undefined) the results were PriA SSB inh -5, Anthrax LF prot 0, MazEF act -6, Rv3671c inh 4, PrPC TRFRET 7, BoNT F protease -8, CCHFV vOTU inh 9 and BoNT A protease -0.1.
`COc1ccccc1NC(=O)CCC(=O)OCc1ccc(Cl)cc1` gave PriA SSB inh -22, Anthrax LF prot 0, MazEF act -3, Rv3671c inh 7, PrPC TRFRET -2, VHR inh abs 4, 3CLpro inhibitor 2, BoNT F protease -1, CCHFV vOTU inh -14 and BoNT A protease 0.6.
`C#CCOCCOCCOCCNc1nc(N2CCN(C(=O)Cn3cc(CC(C)O)nn3)CC2)nc(N2CCN(C(=O)[C@H]([C@@H](C)O)n3cc(CCCCN)nn3)CC2)n1` (some centres undefined) gave PriA SSB inh -9, Anthrax LF prot -3, MazEF act 0, PrPC TRFRET 1, BoNT F protease 0, CCHFV vOTU inh 10 and BoNT A protease -0.3.
`CCNC(=S)NC1CC2CCC(C1)N2Cc1ccccc1` (centres undefined) gave PriA SSB inh -9, Anthrax LF prot -1, MazEF act -2, Rv3671c inh 1, PrPC TRFRET -6, VHR inh abs 28, 3CLpro inhibitor 5, BoNT F protease -2, CCHFV vOTU inh -6 and BoNT A protease -0.2.
`CC1CCCN(CCCNC(=O)C2CCCN(c3ncnc4c3nc3n4CCCCC3)C2)C1` (centres undefined) gave PriA SSB inh -2, Anthrax LF prot -2, MazEF act 10, Rv3671c inh -5, PrPC TRFRET -5, VHR inh abs 38, 3CLpro inhibitor -3, BoNT F protease 1, CCHFV vOTU inh -3 and BoNT A protease -0.9.
Screening Cc1ccc(NC2CCCN(C(=O)c3cccnc3)C2)cc1C (centres undefined) returned PriA SSB inh 3, Anthrax LF prot 1, MazEF act 8, Rv3671c inh 1, PrPC TRFRET -4, VHR inh abs 10, 3CLpro inhibitor -3, BoNT F protease 4, CCHFV vOTU inh 1 and BoNT A protease 2.7.
For COc1cc(OC)nc(N/N=C(\c2ccccc2)c2ccncc2)n1 the results were Anthrax LF prot 3, MazEF act 13, Rv3671c inh 1, PrPC TRFRET 5, VHR inh abs 5, 3CLpro inhibitor 4, BoNT F protease 11, CCHFV vOTU inh 6 and BoNT A protease 2.0.
Screening C=CCOc1cccc(C2C(C(=O)c3ccco3)=C(O)C(=O)N2Cc2cccnc2)c1 (centres undefined) returned PriA SSB inh -1, Anthrax LF prot -1, MazEF act -2, Rv3671c inh -5, PrPC TRFRET 5, VHR inh abs 17, 3CLpro inhibitor -3, BoNT F protease -1, CCHFV vOTU inh 9 and BoNT A protease 1.3.
CCN(CC)C(=O)CN1C(=O)C2(OCC(C)(c3ccccc3)CO2)c2ccccc21 (centres undefined) was read as PriA SSB inh 0, Anthrax LF prot 0, MazEF act 12, Rv3671c inh -4, PrPC TRFRET -6, VHR inh abs 7, 3CLpro inhibitor 4, BoNT F protease -3, CCHFV vOTU inh -6 and BoNT A protease 0.2.
`O=C(CCc1nnc2n(CCc3ccccc3)c(=O)c3ccccc3n12)NCCCN1CCCCC1` gave PriA SSB inh 1, MazEF act 14, Rv3671c inh 4, PrPC TRFRET -7, VHR inh abs 25, 3CLpro inhibitor 1 and CCHFV vOTU inh 1.
Screening O=C(COC(=O)C1(c2ccc(F)cc2)CCCC1)NCc1ccco1 returned PriA SSB inh -7, Anthrax LF prot -4, MazEF act 16, Rv3671c inh -7, PrPC TRFRET 8, VHR inh abs 14, 3CLpro inhibitor -1, BoNT F protease -3, CCHFV vOTU inh -7 and BoNT A protease 0.6.
For O=C(NCCOc1ccccc1)c1ccccc1Cl the results were PriA SSB inh -3&-11, Anthrax LF prot -4, MazEF act 13, Rv3671c inh -8, PrPC TRFRET 4, VHR inh abs 14, 3CLpro inhibitor -1, BoNT F protease -23, CCHFV vOTU inh 13 and BoNT A protease -3.4.
`Cc1c(CN2CCc3c([nH]c4ccccc34)C2C2CCCCC2)cnn1C` (centres undefined) gave PriA SSB inh -3, Anthrax LF prot 2, MazEF act -17, Rv3671c inh -14, PrPC TRFRET 1, VHR inh abs 31, 3CLpro inhibitor -1, BoNT F protease -4, CCHFV vOTU inh -9 and BoNT A protease 0.7.
CCCCCCCNC(=O)C1(CC2CC(c3ccc(Cl)cc3)=NO2)CCN(C(=O)Cc2ccc(F)cc2)CC1 (centres undefined) was read as PriA SSB inh -18, Anthrax LF prot 0, MazEF act 4, Rv3671c inh -2, PrPC TRFRET -10, VHR inh abs -3, 3CLpro inhibitor -1, BoNT F protease 3, CCHFV vOTU inh 6 and BoNT A protease -0.3.
Screening CCOCCn1c(=NC(=O)c2ccc(S(=O)(=O)N3CCOCC3)cc2)sc2cc(S(N)(=O)=O)ccc21 returned PriA SSB inh 9, Anthrax LF prot -7, MazEF act 20, Rv3671c inh -7, PrPC TRFRET 3, VHR inh abs 1, 3CLpro inhibitor -4, BoNT F protease -3, CCHFV vOTU inh -2 and BoNT A protease -0.7.
CN(Cc1nc(Cc2ccccc2F)no1)Cc1cccc2ncccc12 was read as PriA SSB inh -8, Anthrax LF prot -2, MazEF act -4, Rv3671c inh -7, PrPC TRFRET 6, VHR inh abs 8, 3CLpro inhibitor -1, BoNT F protease -4, CCHFV vOTU inh -2 and BoNT A protease 0.0.
`COc1ccc(OC)c(S(=O)(=O)Nc2ccccc2C)c1` gave PriA SSB inh -15, Anthrax LF prot 3, MazEF act 0, Rv3671c inh 4, PrPC TRFRET -1, VHR inh abs 7, 3CLpro inhibitor -1, BoNT F protease 5, CCHFV vOTU inh -15 and BoNT A protease 0.8.
Screening O=C(C1CCC1)N1CCN(S(=O)(=O)c2cccc(F)c2)CC1 returned PriA SSB inh -9, Anthrax LF prot 2, MazEF act -3, Rv3671c inh 3, PrPC TRFRET 1, BoNT F protease -10, CCHFV vOTU inh -8 and BoNT A protease -7.4.
Screening Cc1cc(Cl)ccc1N=c1ssnc1Cl returned PriA SSB inh 8, Anthrax LF prot -7, MazEF act 1, Rv3671c inh -1, PrPC TRFRET -4, VHR inh abs 35, 3CLpro inhibitor 2, BoNT F protease -13, CCHFV vOTU inh 8 and BoNT A protease 0.1.
CCCCN(C(=O)Cn1nnc2ccccc21)C(C(=O)NCCOC)c1ccccc1 (centres undefined) was read as PriA SSB inh -6, Anthrax LF prot 0, MazEF act 6, Rv3671c inh -6, PrPC TRFRET 7, VHR inh abs -16, 3CLpro inhibitor 4, BoNT F protease -6, CCHFV vOTU inh -1 and BoNT A protease 0.6.

The closing four entries of the part above lead into the next:
`COc1ccc(OC)c(S(=O)(=O)Nc2ccccc2C)c1` gave PriA SSB inh -15, Anthrax LF prot 3, MazEF act 0, Rv3671c inh 4, PrPC TRFRET -1, VHR inh abs 7, 3CLpro inhibitor -1, BoNT F protease 5, CCHFV vOTU inh -15 and BoNT A protease 0.8.
Screening O=C(C1CCC1)N1CCN(S(=O)(=O)c2cccc(F)c2)CC1 returned PriA SSB inh -9, Anthrax LF prot 2, MazEF act -3, Rv3671c inh 3, PrPC TRFRET 1, BoNT F protease -10, CCHFV vOTU inh -8 and BoNT A protease -7.4.
Screening Cc1cc(Cl)ccc1N=c1ssnc1Cl returned PriA SSB inh 8, Anthrax LF prot -7, MazEF act 1, Rv3671c inh -1, PrPC TRFRET -4, VHR inh abs 35, 3CLpro inhibitor 2, BoNT F protease -13, CCHFV vOTU inh 8 and BoNT A protease 0.1.
CCCCN(C(=O)Cn1nnc2ccccc21)C(C(=O)NCCOC)c1ccccc1 (centres undefined) was read as PriA SSB inh -6, Anthrax LF prot 0, MazEF act 6, Rv3671c inh -6, PrPC TRFRET 7, VHR inh abs -16, 3CLpro inhibitor 4, BoNT F protease -6, CCHFV vOTU inh -1 and BoNT A protease 0.6.
`CC(=O)Nc1ccc(S(=O)(=O)Nc2ccn(Cc3ccccc3Cl)n2)cc1` gave PriA SSB inh 14, Anthrax LF prot -2, MazEF act 2, PrPC TRFRET 6, VHR inh abs 0, 3CLpro inhibitor -2, BoNT F protease -7, CCHFV vOTU inh 5 and BoNT A protease -0.5.
Cc1ccc(C(=O)N/C(=C\c2ccc(C(C)C)cc2)C(=O)NCCCN2CCOCC2)cc1 was read as PriA SSB inh 2, Anthrax LF prot 1, MazEF act 3, Rv3671c inh 14, PrPC TRFRET -3, VHR inh abs 10, 3CLpro inhibitor -4, BoNT F protease 12, CCHFV vOTU inh 0 and BoNT A protease 1.3.
For COc1cc2[nH]c(=O)c(C(=O)NCc3ccccc3Cl)c(O)c2cc1OC the results were PriA SSB inh 0, Anthrax LF prot -17, MazEF act 8, PrPC TRFRET 0, VHR inh abs -9, 3CLpro inhibitor -4, BoNT F protease 2, CCHFV vOTU inh -7 and BoNT A protease -2.8.
Screening CCc1ccc(NC(=O)CSc2nccn(-c3ccc4c(c3)OCCO4)c2=O)cc1 returned PriA SSB inh 29, Anthrax LF prot inconclusive, MazEF act -17, PrPC TRFRET -12, BoNT F protease inconclusive, CCHFV vOTU inh 13 and BoNT A protease inconclusive.
Screening c1ccc(-c2noc(CSc3nnnn3C3CCCCC3)n2)cc1 returned PriA SSB inh -26, Anthrax LF prot -2, MazEF act -11, Rv3671c inh 2, PrPC TRFRET 2, VHR inh abs 2, 3CLpro inhibitor -3, BoNT F protease -3, CCHFV vOTU inh -5 and BoNT A protease -1.1.
`Cc1ccc(S(=O)(=O)NCCC(=O)Oc2ccc3ccc(=O)oc3c2)cc1` gave PriA SSB inh -11, Anthrax LF prot -1, MazEF act 4, Rv3671c inh -5, PrPC TRFRET 2, VHR inh abs 22, 3CLpro inhibitor 10, BoNT F protease -2, CCHFV vOTU inh -336 and BoNT A protease -0.2.
`Nc1nonc1C(=O)N/N=C/c1ccc([N+](=O)[O-])o1` gave Anthrax LF prot -1, MazEF act 8, Rv3671c inh -4, PrPC TRFRET -17, VHR inh abs -16, 3CLpro inhibitor 2, BoNT F protease -1, CCHFV vOTU inh -1 and BoNT A protease 0.6.
`Cc1cccc(NC(=O)CN(C)S(=O)(=O)c2ccccc2)n1` gave PriA SSB inh 0, Anthrax LF prot -5, MazEF act -4, Rv3671c inh 2, PrPC TRFRET -1, VHR inh abs 14, 3CLpro inhibitor -4, BoNT F protease 0, CCHFV vOTU inh 5 and BoNT A protease -1.4.
For CCn1c(=N)n(CC(=O)c2cccc([N+](=O)[O-])c2)c2ccccc21 the results were PriA SSB inh 0, Anthrax LF prot -3, MazEF act 7, Rv3671c inh -5, PrPC TRFRET -4, VHR inh abs 7, 3CLpro inhibitor 2, BoNT F protease 1, CCHFV vOTU inh -1 and BoNT A protease 0.0.
CN(C)c1cccc(C(=O)OC(C(=O)Nc2ccc([N+](=O)[O-])cc2Br)c2ccccc2)c1 (centres undefined) was read as PriA SSB inh 21, Anthrax LF prot -2, MazEF act 3, Rv3671c inh 3, PrPC TRFRET -3, VHR inh abs 4, 3CLpro inhibitor 2, BoNT F protease -16, CCHFV vOTU inh 1 and BoNT A protease -2.5.
`COc1ccc(C(=O)NC(=S)NNC(=O)c2cccc(C)c2)cc1` gave PriA SSB inh 0, MazEF act 1, Rv3671c inh 12, PrPC TRFRET -9 and CCHFV vOTU inh 5.
Screening CCN(CC)C(=O)[C@H]1C[C@H](CC(=O)NCCCN(C)C)C(=O)N2CCc3c([nH]c4ccc(Cl)cc34)[C@]12C returned PriA SSB inh 1, Anthrax LF prot 1, MazEF act 9, PrPC TRFRET -2, BoNT F protease -6, CCHFV vOTU inh -2 and BoNT A protease -0.3.
`CCN1CCN(c2c(Cl)cccc2NC(=O)c2cc3ccccc3o2)CC1` gave PriA SSB inh -4, Anthrax LF prot 0, MazEF act 5, Rv3671c inh -5, PrPC TRFRET -10, VHR inh abs 18, 3CLpro inhibitor -5, BoNT F protease 10, CCHFV vOTU inh 6 and BoNT A protease 2.9.
